# NALP1 inh = blocks the NALP1 inflammasome reconstituted in yeast; S. cerevisiae NALP1/ASC/caspase-1 growth, X-gal OD620, 72 h; inhibition, % at 10 µM; 0.61% of 280,000 active; in the data active = inhibition mostly above about 24%, no sharp cut-off; inactive = mostly below about 32%; also: some compounds called inactive have numbers as strong as hits
# UBC9 SUMO inh = blocks human SUMOylation mediated by UBC9. P63279. HTRF SUMOylation assay, SAE1/SAE2 + UBC9, in vitro. inhibition, % at 35 µM. 0.36% of 290,000 active. AID 2006; in the data active = inhibition above about 50%, passing the limit was not always enough; also: strong numbers were not always called active
# MEKK2mut PB1 HTS = signal of MEK5 binding to mutant human MEKK2 PB1 domain; bead flow cytometry, Alexa488-MEK5 binding to MEKK2 mutant; percent response, % at 10 µM; 0.35% of 290,000 active; AID 1530; in the data active = percent response above about 24%, passing the limit was not always enough; also: inactives centre near 1; some results filed as inactive read as strong as hits; reference of the scale not given here
# pCIP destab = compounds decreasing mouse p/CIP protein stability; Q05BA5; F442A p/CIP-EGFP cells, EGFP fluorescence, 16 h; decrease of EGFP signal, % at 10 µM; 0.01% of 290,000 active; AID 1984;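 active = EGFP signal decrease of at least 30% at 10 µM or well 3 SD below plate mean, unless failing retest; inactive = the rest, including hits failing retest or dose response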; also: some compounds called inactive have numbers as strong as hits; many of its hits are not listed in these tables
# Target sequence (Q05BA5 1-1403): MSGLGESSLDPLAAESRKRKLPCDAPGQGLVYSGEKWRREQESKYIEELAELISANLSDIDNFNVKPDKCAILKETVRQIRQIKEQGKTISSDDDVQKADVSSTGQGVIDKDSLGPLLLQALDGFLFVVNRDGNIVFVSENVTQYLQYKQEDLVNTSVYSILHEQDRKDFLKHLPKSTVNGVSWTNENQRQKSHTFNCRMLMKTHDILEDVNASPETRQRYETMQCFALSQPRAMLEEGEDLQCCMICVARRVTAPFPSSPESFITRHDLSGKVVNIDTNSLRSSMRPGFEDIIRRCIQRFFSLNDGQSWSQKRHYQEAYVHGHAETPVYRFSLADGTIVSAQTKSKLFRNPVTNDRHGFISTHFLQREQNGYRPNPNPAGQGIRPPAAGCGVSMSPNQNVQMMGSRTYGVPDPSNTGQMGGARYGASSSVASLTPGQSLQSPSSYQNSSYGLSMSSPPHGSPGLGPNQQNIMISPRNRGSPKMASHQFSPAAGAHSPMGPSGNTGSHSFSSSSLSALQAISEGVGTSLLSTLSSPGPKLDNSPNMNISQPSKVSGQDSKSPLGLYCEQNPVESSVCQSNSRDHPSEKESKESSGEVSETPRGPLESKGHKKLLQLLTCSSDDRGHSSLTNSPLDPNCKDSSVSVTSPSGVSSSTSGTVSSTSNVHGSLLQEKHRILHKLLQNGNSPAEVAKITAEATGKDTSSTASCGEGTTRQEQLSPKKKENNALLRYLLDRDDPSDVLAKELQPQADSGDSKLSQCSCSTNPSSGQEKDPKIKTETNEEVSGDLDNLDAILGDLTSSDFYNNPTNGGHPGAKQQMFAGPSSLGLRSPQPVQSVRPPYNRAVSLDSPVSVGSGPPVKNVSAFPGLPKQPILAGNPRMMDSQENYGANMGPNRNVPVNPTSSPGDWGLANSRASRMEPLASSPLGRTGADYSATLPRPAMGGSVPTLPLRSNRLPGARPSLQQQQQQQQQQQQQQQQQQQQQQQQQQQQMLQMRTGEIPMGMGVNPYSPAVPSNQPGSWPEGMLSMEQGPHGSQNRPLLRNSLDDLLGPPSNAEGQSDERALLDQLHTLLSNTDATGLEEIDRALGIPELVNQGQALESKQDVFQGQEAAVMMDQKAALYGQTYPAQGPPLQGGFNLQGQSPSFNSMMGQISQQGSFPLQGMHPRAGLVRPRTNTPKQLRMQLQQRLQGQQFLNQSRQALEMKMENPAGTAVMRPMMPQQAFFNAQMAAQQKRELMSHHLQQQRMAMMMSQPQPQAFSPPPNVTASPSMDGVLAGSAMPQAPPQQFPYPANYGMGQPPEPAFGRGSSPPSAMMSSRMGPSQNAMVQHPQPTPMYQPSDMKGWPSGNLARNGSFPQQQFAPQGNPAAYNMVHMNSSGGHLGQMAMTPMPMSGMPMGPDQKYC
# PfM18AAP inh = PfM18AAP enzyme inhibition; recombinant PfM18AAP, H-Glu-NHMec fluorogenic cleavage; inhibition, % at 7.35 µM; 1.2% of 290,000 active; AID 1822;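 active = inhibition above the campaign mean inhibition over all tested compounds plus 3 SD, cut at about 28% in these data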;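 also: 0% = plate median of test compound wells and 100% = 2 mM ZnCl2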
# MEKK2wt PB1 HTS = raises or lowers MEK5 binding to wildtype human MEKK2 PB1 domain; 1.1% of 290,000 active; binding response (% of control), % at 10 µM; Q9Y2U5; bead flow cytometry, Alexa488-MEK5 binding to MEKK2 WT; actives lie on both sides; in the data active = binding response below about 67% or above about 130%
# IDE cell inh = inhibits human insulin-degrading enzyme in HEK cells. 0.41% of 320,000 active. P14735. FAbetaB cleavage, fluorescence polarization. inhibition, % at 5.59 µM;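 active = percent inhibition above the average of all tested compounds plus 3 SD, set per screening campaign, cut at about 16% in these data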;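 also: IDE supplied by intact live HEK cells; FP after avidin binding of uncleaved biotin substrate so inhibition keeps polarization high; 0% = DMSO wells and 100% = 60 µM reference IDE inhibitor Ii1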
# IDE cell activ = boosts human insulin-degrading enzyme activity in HEK cells | P14735 | FAbeta-B cleavage, fluorescence polarization; 0% vehicle, 100% cell-free pure enzyme wells | activation, % at 5.96 µM | 0.073% of 340,000 active | AID 493087;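 active = activation above the mean of all tested compounds plus 3 SD, set per screening campaign, cut at about 17% in these data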
# MEKK3 PB1 HTS = raises or lowers MEK5 binding to the human MEKK3 PB1 domain. 1.4% of 290,000 active. binding response (% of control), % at 10 µM. AID 1529. bead-based flow cytometry, Alexa488-MEK5 binding to MEKK3; actives lie on both sides; 0 = blocked by unlabeled MEK5, 100 = vehicle. Q99759;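 active = binding response more than 3 SD above or below the average of its plate-row segment, actives on both sides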;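 also: Alexa488 bead fluorescence after subtracting the streptavidin-only scavenger bead signal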
# The depositor's hits bear a star; nt = no result given; [ ] = remark or other dose. A portion of the library; count on the stated rates, not on these rows.
no.	canonical_smiles	NALP1 inh	UBC9 SUMO inh	MEKK2mut PB1 HTS	pCIP destab	PfM18AAP inh	MEKK2wt PB1 HTS	IDE cell inh	IDE cell activ	MEKK3 PB1 HTS
1	CCc1cc2c(NCc3ccco3)ncnc2s1	32	31	2	-11	15	100	-1	6	97
2	CCc1nc(C)cn1S(=O)(=O)c1ccc([N+](=O)[O-])cc1	-4	10	-8	-9	-7	85	-1	0	93
3	O=C(Oc1ccc2c(c1)OCO2)C12CC3CC(CC(C3)C1)C2	26	2	16	-7	-3	124	2	-2	103
4	COc1ccc(S(=O)(=O)NC(C(C)C)C(C)C)cc1OC	19	16	3	-14	-12	104	3	-3	102
5	O=C(CN1CCC(O)(c2cccc(C(F)(F)F)c2)CC1)NCCc1ccccc1	13	-10	1	-9	0	105	3	2	104
6	CCOC(=O)c1c(C)[nH]c(C(=O)N/N=C\c2ccccc2O)c1C	14	-24	0	4	-7	104	1	-2	111
7	O=C(Cc1nnc(NC(=O)c2ccccc2)s1)N/N=C/c1cccc(O)c1	14	3	1	11	-5	107	-1	4	105
8	O=C(N/N=C/c1ccncc1)c1cc([N+](=O)[O-])cc([N+](=O)[O-])c1	20	-2	0	0	23	103	2	7	101
9	C=CCNC(=O)Nc1ccc(Cl)cn1	31	-5	-2	-2	-8	100	2	-4	100
10	O=C(CC1SC(=Nc2ccc(OC(F)F)cc2)N(CCN2CCOCC2)C1=O)Nc1ccc(F)cc1F (stereo unspecified)	-6	-14	-2	13	-12	93	-5	1	86
11	Cc1cccnc1CN1CCN(C(=O)c2cc(COc3ccc4ncccc4c3)on2)CC1	5	7	3	-22	0	100	3	-1	101
12	COc1cc(NC(=O)C2CCC(=O)N2S(=O)(=O)c2ccc(C)cc2)cc(OC)c1 (stereo unspecified)	6	7	0	-4	2	103	-1	-2	103

# A draw from above in order of count of non-hydrogen atoms, rising.
no.	canonical_smiles	NALP1 inh	UBC9 SUMO inh	MEKK2mut PB1 HTS	pCIP destab	PfM18AAP inh	MEKK2wt PB1 HTS	IDE cell inh	IDE cell activ	MEKK3 PB1 HTS
9	C=CCNC(=O)Nc1ccc(Cl)cn1	31	-5	-2	-2	-8	100	2	-4	100
8	O=C(N/N=C/c1ccncc1)c1cc([N+](=O)[O-])cc([N+](=O)[O-])c1	20	-2	0	0	23	103	2	7	101
5	O=C(CN1CCC(O)(c2cccc(C(F)(F)F)c2)CC1)NCCc1ccccc1	13	-10	1	-9	0	105	3	2	104

# Remaining list, next part
no.	canonical_smiles	NALP1 inh	UBC9 SUMO inh	MEKK2mut PB1 HTS	pCIP destab	PfM18AAP inh	MEKK2wt PB1 HTS	IDE cell inh	IDE cell activ	MEKK3 PB1 HTS
13	COc1ccc(-c2cc(=O)c3ccccc3n2C)cc1	0	-16	4	-1	9	91	6	5	79
14	Cc1ccc(NC(=O)CC2S/C(=N/N=C3/NC(=O)CS3)NC2=O)cc1 (stereo unspecified)	-28	-25	-3	0	4	95	-1	5	94
15	Fc1cccc(NC(=S)N2CCCCC2)c1	23	-12	5	5	4	104	7	0	101
16	O=C(CN1C(=O)c2ccccc2S1(=O)=O)NCc1ccco1	-6	23	-6	-3	-6	99	0	2	99
17	C/C(=N/NC(=O)c1ccc(C)s1)c1ccncc1	12	-4	-5	0	2	96	nt	1	95
18	COCCn1c(SCC(=O)N2CCCc3ccccc32)nc2cccnc21	6	8	3	-15	9	109	6	1	104
19	CCOC(=O)c1c(C)[nH]c(C(=O)COC(=O)C2(C)CC2(Cl)Cl)c1C (stereo unspecified)	16	-8	-13	4	-17	83	14	-2	81
20	Cc1ccc2nc(N3CC(C)OC(C)C3)nc(-c3ccccc3)c2c1 (stereo unspecified)	36	10	-14	4	13	89	3	-3	93
21	COc1ccc(CNC(=O)C2CC(C)=C(C)CC2C(=O)O)cc1OC (stereo unspecified)	3	-2	3	0	4	101	0	4	100
22	Cc1cc(NC(=O)c2ccc(C#N)cc2)on1	-2	-5	3	-15	-5	101	-1	1	103
23	CCn1cc(C(=O)O)c(=O)c2cnc(N3CCN(C(=S)Nc4ccccc4C(F)(F)F)CC3)nc21	nt	15	4	-8	-9	112	10	6	106
24	O=C(CCCSc1nc2ccccc2[nH]1)Nc1ccccc1	7	12	4	-15	-2	101	3	1	92

# Shown field by field: part of the list above.
15	Fc1cccc(NC(=S)N2CCCCC2)c1
  NALP1 inh = 23	UBC9 SUMO inh = -12	MEKK2mut PB1 HTS = 5	pCIP destab = 5	PfM18AAP inh = 4	MEKK2wt PB1 HTS = 104	IDE cell inh = 7	IDE cell activ = 0	MEKK3 PB1 HTS = 101

20	Cc1ccc2nc(N3CC(C)OC(C)C3)nc(-c3ccccc3)c2c1 (stereo unspecified)
  NALP1 inh = 36	UBC9 SUMO inh = 10	MEKK2mut PB1 HTS = -14	pCIP destab = 4	PfM18AAP inh = 13	MEKK2wt PB1 HTS = 89	IDE cell inh = 3	IDE cell activ = -3	MEKK3 PB1 HTS = 93

17	C/C(=N/NC(=O)c1ccc(C)s1)c1ccncc1
  NALP1 inh = 12	UBC9 SUMO inh = -4	MEKK2mut PB1 HTS = -5	pCIP destab = 0	PfM18AAP inh = 2	MEKK2wt PB1 HTS = 96	IDE cell inh = nt	IDE cell activ = 1	MEKK3 PB1 HTS = 95

22	Cc1cc(NC(=O)c2ccc(C#N)cc2)on1
  NALP1 inh = -2	UBC9 SUMO inh = -5	MEKK2mut PB1 HTS = 3	pCIP destab = -15	PfM18AAP inh = -5	MEKK2wt PB1 HTS = 101	IDE cell inh = -1	IDE cell activ = 1	MEKK3 PB1 HTS = 103

# Continued:
no.	canonical_smiles	NALP1 inh	UBC9 SUMO inh	MEKK2mut PB1 HTS	pCIP destab	PfM18AAP inh	MEKK2wt PB1 HTS	IDE cell inh	IDE cell activ	MEKK3 PB1 HTS
25	COc1cccc2cc(C(=O)Nc3ccccc3Cl)/c(=N/NS(=O)(=O)c3ccccc3)oc12	8	10	1	1	-11	95	-3	-3	96
26	CCS(=O)(=O)NCCc1csc(-c2ccccc2)n1	20	32	4	-7	14	101	7	4	101
27	O=C(Nc1ccnn1C1CCN(C2CCCCC2)CC1)c1ccccc1	22	-7	1	6	0	102	7	6	99
28	C1CCc2nnc(-c3nnc4n3CCCCC4)n2CC1	nt	9	2	-9	-2	98	0	5	103
29	Cc1cc(C)nc(SCc2ccccc2C#N)n1	-5	-4	2	-5	-8	105	4	-1	105
30	Nc1nonc1-n1nnc(C(=O)N/N=C/c2ccccc2)c1CSc1ccccc1	nt	16	-29	-16	13	79	1	nt	75
31	COc1ccccc1-c1c(C)oc2cc(OC(=O)c3ccco3)ccc2c1=O	0	28	0	3	11	104	8	-8	104
32	Cc1cc(NC(=O)c2cccc3c2C(=O)N(C2CCCCC2)C3)ccc1Br	12	-16	-14	6	-2	90	2	3	97
33	CCOC(=O)C(NC(=O)NCc1cccc(C(F)(F)F)c1)(OCC)C(F)(F)F (stereo unspecified)	22	-18	0	6	-2	95	9	5	100
34	NC1C=CC=C(C(=O)O)C1 (stereo unspecified)	nt	nt	1	nt	nt	107	0	4	106
35	CSc1cc(-c2ccc(Cl)cc2)c(C(=O)NN)s1	2	17	4	6	-1	103	6	4	106
36	COc1ccccc1OC(C)C(=O)Nc1ccc2c(c1)n(C)c(=O)n2C (stereo unspecified)	11	7	5	0	0	109	-5	0	108
37	O=c1c2ccccc2cnn1-c1ccc2ccccc2c1	10	7	7	3	3	100	-1	7	102
38	Cc1c(C(=O)N(Cc2ccncc2)CC2CCCO2)oc2c(F)cccc12 (stereo unspecified)	16	-5	0	-48	1	101	2	0	95
39	CSCC[C@H](N)C(=O)NCC1CCC(C(=O)Nc2ccc3c(c2)OCO3)CC1 (stereo partly specified)	14	11	4	-1	-3	100	2	4	101
40	CCOC(=O)C1CCN(C(=O)COC(=O)CNC(=O)c2ccc(OC)cc2)CC1	4	24	-7	6	-4	84	-8	4	74
41	CC(=O)Nc1ccc(Nc2nc(C)c([N+](=O)[O-])c(Nc3ccccc3)n2)cc1	33	8	-1	0	2	106	3	0	102
42	CN(C)c1ccc(N=Nc2ccc(S(N)(=O)=O)cc2)cc1	25	21	0	-6	1	99	-3	7	101
43	CCc1cccc2c(C#N)cn(CC(=O)NCc3ccco3)c12	nt	5	2	2	-3	95	1	3	100
44	CC(O)CNCCNCc1cccs1 (stereo unspecified)	13	-4	4	6	2	103	-3	3	102
45	CC(C)CCNC(=O)c1c(CSc2ccccc2)noc1C(=O)NCc1ccccc1	-3	-27	3	-8	nt	85	0	2	105
46	C=CCNC(=O)C1(S(=O)(=O)c2ccccc2)CC=CC1	7	-6	1	-4	-3	94	1	4	101
47	O=[N+]([O-])c1ccccc1/C=N/NC1=NCCCCC1	16	0	-4	-25	-5	100	2	0	100
48	CCN(C(=O)COC(=O)c1ccc(F)c(S(=O)(=O)N2CCOCC2)c1)C1CCS(=O)(=O)C1 (stereo unspecified)	13	8	3	6	4	100	2	3	95
49	CC(C)=CCc1c(-c2ccc(O)cc2O)oc2c3c(cc(O)c2c1=O)OC(C)(C)C=C3	nt	nt	1	nt	nt	100	3	nt	104
50	COc1cc(Cl)ccc1OCc1cc(C(=O)NCC(C)c2ccccc2)no1 (stereo unspecified)	7	-16	3	3	-4	99	10	3	98
51	COC(=O)C(Cc1ccccc1)NC(=O)CC(C)CC(=O)Nc1ccc(OC)cc1OC (stereo unspecified)	3	10	3	2	3	103	1	-3	102
52	COC(=O)c1scc(S(=O)(=O)C(C)(C)C)c1N	-10	5	4	-10	-1	102	0	3	106
53	COc1ccc(C/C(N)=N/OC(=O)c2cccc([N+](=O)[O-])c2)cc1	26	6	-1	-10	3	103	-1	2	105
54	O=c1[nH]cc(I)cc1I	10	69	-27	-1	6	38*[inhibitor]	nt	3	37*[inhibitor]
55	CN1C(=O)C(C)(C)c2cc(S(=O)(=O)N3CCN(c4ccccc4F)CC3)ccc21	10	8	2	-8	-4	103	1	7	99
56	Cc1ccc(C(=O)CC2C(=O)N(c3ccccc3)C(=S)N2c2ccccc2)cc1 (stereo unspecified)	23	-12	0	-15	0	100	1	1	104
57	COc1ccc(CCN2CC(C(=O)NCCN3CCCC3=O)CCC2=O)cc1 (stereo unspecified)	-3	-10	13	-21	-1	109	6	-9	102
58	NC(=O)c1nsc(C(=O)N(c2ccc3c(c2)OCO3)C(C(=O)NCC2CCCO2)c2ccc(F)cc2)c1N (stereo unspecified)	19	-2	2	-19	4	103	0	-4	102
59	C#CCOc1nc(C)cc(C)c1S(=O)(=O)c1ccccc1C	27	4	-1	-5	-12	99	1	2	100
60	COC(=O)c1ccc(NC(=O)C2CCCN2C(=O)OCc2ccccc2)cc1 (stereo unspecified)	1	12	-2	-12	-4	100	1	6	99
61	C=CCn1c(Cc2c[nH]c3ccccc23)n[nH]c1=S	13	23	-6	-14	-2	93	3	0	93
62	CCOc1cc(N2CCOCC2)c(OCC)cc1NC(=O)CN1C(=O)C2CC=CCC2C1=O (stereo unspecified)	10	-2	-10	13	6	95	1	10	103
63	CCN(CC)CCN(C)Cc1ccc(Br)cc1	31	-11	-1	3	-1	98	-1	1	101

# Source: PubChem BioAssay
